From PubChem
sdo1 growth: restores growth of sdo1-depleted yeast; S. cerevisiae sdo1-depleted JHY4D growth rescue, OD600 30 h; active compounds read high; pdr5 snq2 efflux-pump mutant strain; z-score at 10 µM; AID 817; 140,000 compounds, 0.21% hits;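 active = z-score above 3 at both the 24 hr and the 30 hr optical density reads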;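 also: z-score against mean and SD of all compound wells on the same plate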
Insulin prom inh: TRM-6 insulin promoter activity inhibition; TRM-6 cells (human fetal islet line), insulin promoter-eGFP reporter, imaging; reporter expression induced with tamoxifen; inhibition, % at 2 µM; 130,000 compounds, 0.9% hits;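 active = inhibition above the mean plus 3 SD, with well images judged a real hit on visual review, cut at about 60% in these data, passing the limit was not always enough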
sdo1 growth Rescue 24 h: recorded beside sdo1 growth, whose call it bears; z-score; S. cerevisiae sdo1-depleted JHY4D growth rescue, OD600; measured here: growth rescue at 24 h;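 0 is the plate mean of compound wells and units are plate SD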
* hit, by the source's call; . = not tested or not shown; & = joins results of further samples; [ ] = remark or other dose.

Structure	sdo1 growth	sdo1 growth Rescue 24 h	Insulin prom inh
C/C(=N/NC(=O)c1ccc2c(c1)OCO2)c1ccc(NC(=O)C(F)(F)F)cc1	1.2	1.8	-31
Cc1nc2ccccn2c1C(=O)CSc1ccccc1Cl	-0.34	-0.25	-14
O=C(Nc1ccc(O)c(-c2nc3ccccc3o2)c1)C1(c2ccc([N+](=O)[O-])cc2)CCCC1	-0.76	-1.2	.
CCCC(=O)Oc1ccc(-c2nccc(C(OC)OC)n2)cc1	.	.	36
COc1ccc(/C(N)=N/OC(=O)Oc2ccccc2)cc1OC	1.6	1.8	2
COC(=O)c1cc(Br)c(=O)n(-c2ccccc2F)c1	1.2	0.58	5
CCCCNc1ncnc2c1cnn2-c1ccc(C)cc1C	-0.22	-0.88	.
CC(=O)Nc1ccc(S(=O)(=O)NNC(=O)COc2cccc(C)c2)cc1	1.1	0.12	.
O=c1[nH]ncn2cccc12	0.88	0.2	58
C=CCSc1cc(C)nc2c(-c3ccc(Cl)cc3)c(C)nn12	1.7	0.7	-19
CCN(CC)S(=O)(=O)c1cccc(C(=O)OCC(=O)Nc2ccccc2OC(F)F)c1	-0.88	-1.1	3
Fc1ccccc1Cn1nnc2c(NCc3ccccn3)ncnc21	-0.2	0.22	.
O=C(Nc1ccc(-c2ccc3nncn3n2)cc1)c1ccc(Br)o1	.	.	17
CC1=C(C(=O)Nc2cccc(C)c2C)C(c2cccs2)NC(=S)N1 (stereo not given)	-0.16	-0.5	56
CC(C)(C)C1=NN(C(=O)c2ccccc2)C(O)(C(C)(C)C)C1 (stereo not given)	-0.58	-0.19	.
Cc1ccc(-c2nnc(SC(C)C#N)n2N)cc1 (stereo not given)	0.73	0	.
Cc1ccccc1OCC(=O)N/N=C/c1ccncc1	0.41	0.13	.
Cc1cc2nc(-c3ccc(SCc4ccccc4C#N)nc3)[nH]c2cc1C	-0.83	-0.94	16
Cn1nc(C(=O)NNC(=O)COc2ccccc2)c2ccccc2c1=O	1.3	0.07	-14
O=C(C1CC1)N1CCN=C1SCc1cccc(C(F)(F)F)c1	1.3	3.2	.
CC(=O)Oc1ccc(S(=O)(=O)c2ccc(OC(C)=O)cc2)cc1	.	.	-36
Cc1nc(-c2cn[nH]c2)c2cc(C)oc2n1	0.1	-0.88	18
CC1CC(C)(C)CC2(C1)NC(=O)N(CC(=O)NCC(c1ccco1)N1CCCCC1)C2=O (stereo not given)	-0.05	0.01	21
CCOC(=O)CN(C(=O)CNC(=O)c1ccco1)C(C(=O)NC1CCCCC1)c1cccc(OC)c1 (stereo not given)	1.1	0.39	.
Cn1cc(C(=O)NC2CCCCC2)c(=O)c2cc(S(=O)(=O)N3CCCC3)ccc21	-0.37	-0.51	.
N#CC1=C(SCC(=O)c2ccc(Cl)cc2)NC2=C(C(=O)CCC2)C1c1ccco1 (stereo not given)	-0.42	-0.43	.
CCCCN(CCCC)C(=O)CCS(=O)(=O)c1ccc2c(c1)n(C)c(=O)c(=O)n2C	1.9	2	-100
O=C(CCS(=O)(=O)Cc1ccc(Cl)cc1)NCCc1ccccc1	.	.	43
COc1ccc(CCn2c(N)c(C(=O)NCc3ccco3)c3nc4ccccc4nc32)cc1	-0.99	0.54	-29
CCc1ccc(N2CSC3=C(C#N)C(c4cccs4)CC(=O)N3C2)cc1 (stereo not given)	1	0.67	42
COC(=O)CSc1nc2ncc(Cl)cc2[nH]1	1	0.36	18
Cc1ccc(NCN2C(=O)C3CC=C(Cl)CC3C2=O)cc1 (stereo not given)	-0.45	-1.6	31
O=C(Nc1ccc(-c2cc3ccccc3oc2=O)c(Cl)c1)c1cccnc1	-0.15	0.85	.
CCN(CC)CCCNC(=O)c1ccc2c(SCC(=O)O)c3c(nc2c1)CCC3	1.6	1.3	39
Cc1ccc(C(=O)Nc2ccc(C(=O)/C=C/c3cccs3)cc2)cc1	-0.02	0.89	-29
CC(=O)c1ccc2c(c1)C1C=CCC1C(c1ccncc1)N2 (stereo not given)	2.3&1.1	1.7&1.3	-29
COc1cc(CNCCN2CCOCC2)ccc1OCc1ccc(Cl)cc1Cl	1.1	0.11	.
COC(=O)/C=c1/s/c(=C(\C#N)C(=O)NCc2ccco2)n(-c2ccc(C)cc2)c1=O	-0.76	-0.72	.
COc1ccc(NC(=O)C(c2ccccn2)N(C(C)=O)c2ccc(C)cc2)cc1 (stereo not given)	-0.8	-1.1	0
CCCCC(=O)Nc1nc(C)c(-c2csc(Nc3cc(OC)ccc3OC)n2)s1	-0.33	0.03	-2
Clc1ccc(-c2nnc3n2CCCCS3)cc1	0.61	0.46	-8
COc1cc(C2C(C#N)=C(N)Oc3n[nH]c(-c4cccnc4)c32)cc(Br)c1O (stereo not given)	.	.	-22
Cc1ccc(OC(=O)c2cccc(S(=O)(=O)N3CCCC3)c2)c(-n2nc3ccccc3n2)c1	-1	-0.83	7
CS(=O)(=O)N1CCN(C(=O)c2ccccc2F)CC1	0.87	0.53	28
Cc1cccc(NCCC#N)c1	1.6	1.2	36
O=C1CSC(c2cn(-c3ccccc3)nc2-c2cccs2)N1Cc1ccccc1 (stereo not given)	-0.27	0.45	27
N#CCC(CNc1ncc(C(F)(F)F)cc1Cl)OC(=O)c1cccc([N+](=O)[O-])c1 (stereo not given)	-1.5	-1.1	13
COC(=O)c1ccc([C@@H]2C[C@H]3CN(Cc4cccnc4)C(=O)[C@]34CCCN24)cc1	.	.	-17
CCc1nnc(NC(=O)CSc2nc3cccnc3n2C2CCCCC2)s1	-1.2	-0.75	47
CCc1ccc(/C=C(\Cl)c2nc3cc(Cl)ccc3c(=O)[nH]2)cc1	0.86	0.35	29
COc1ccc(CC(=O)OCc2cc(=O)n3cc(Br)ccc3n2)cc1OC	.	.	67
CCn1c(CSc2nc3ccccc3s2)nnc1SCC(=O)c1ccc(O)cc1O	-0.9	-0.03	-16
Cn1nnnc1SCC(=O)c1ccc(Br)s1	-0.57	-0.39	-9
Cn1c(=O)c2c(nc(SCCN3CCCCC3)n2C)n(C)c1=O	0.69	-0.17	-2
C=CCOc1ccccc1C1C2=C(CC(C)(C)CC2=O)Nc2c1c(=O)n(C)c(=O)n2C (stereo not given)	0.24	-0.34	.
CCC(CO)NCc1ccc2c(c1)n(C)c(=O)n2C (stereo not given)	0.55	0.32	-6

(more compounds)
Structure	sdo1 growth	sdo1 growth Rescue 24 h	Insulin prom inh
CC1CCN(S(=O)(=O)N2CCC(C(=O)NCc3cccs3)CC2)CC1	1.9	2	.
COc1ccc(-c2cc(C(F)(F)F)n3nc(C(=O)N4CCOCC4)nc3n2)cc1	-0.19	-0.44	-12
COC(=O)C1=C(C)N(Cc2ccccc2)C(=O)N[C@H]1c1ccccc1	-0.25	0.17	-133
O=C(CSc1nc2ccccc2[nH]1)Nc1ccc2c(c1)OCCO2	-0.27	-0.35	-21
Cc1ccc(S(=O)(=O)NCC(c2ccco2)N2CCOCC2)cc1 (stereo not given)	0.93	0.44	19
Cc1ccc(S(=O)(=O)CCc2nc3ccccc3[nH]2)cc1C	.	.	44
C=C(C)[C@H]1CC=C(C)/C(=N/NC(=O)CNc2ccccc2OC)C1	-1.2	0.47	32
O=C1OCCC1Sc1nc(-c2ccccc2)cs1 (stereo not given)	-0.5	-1.7	28

Other compounds
Each structure is followed by: sdo1 growth	sdo1 growth Rescue 24 h	Insulin prom inh
O=S(=O)(c1ccc(OCC(O)CN2CCCCC2)cc1)N1CCOCC1 (stereo not given)
→ -0.84	-1.6	29
CCN(C(=O)COC(=O)c1cc(C)n(-c2ccc(F)cc2)c1C)C1CCS(=O)(=O)C1 (stereo not given)
→ -0.01	-0.51	-59
O=S(=O)(Nc1ccccc1O)c1ccc(-c2ccccc2)cc1
→ .	.	-45
CC1CCCC(NC(=O)C2c3ccccc3C(=O)N2Cc2cccs2)C1C (stereo not given)
→ -0.13	-0.52	-25
C/C(=N\NS(=O)(=O)c1ccc(C)c([N+](=O)[O-])c1)c1cc2ccccc2o1
→ -0.91	-0.68	.
O=C(Cc1ccc(Cl)c(Cl)c1)Nc1ccc(SC(F)F)cc1
→ -0.62	0.13	27
C#Cc1ccc(C(=O)Nc2ccc(N3CCC(C)CC3)c(C(N)=O)c2)cc1
→ .	.	8
CCn1c(SCC(=O)Nc2cc3oc4ccccc4c3cc2OC)nnc1-c1cccs1
→ -1.7	-1.1	-31
O=C(N/C(=C/c1cccs1)c1nc2ccccc2[nH]1)c1ccccc1
→ -0.96	-0.97	-86
Cc1cccc(Nc2nnc(SC/C(O)=C(\C#N)c3nc4ccccc4[nH]3)s2)c1
→ -0.33	1.1	7
Cc1cc(C)cc(NC(=O)CN(Cc2ccccc2)S(C)(=O)=O)c1
→ -0.52	-0.24	-100
CC1=C(C(=O)N(C)C)C(c2ccc(N3CCOCC3)cc2)NC(=O)N1 (stereo not given)
→ .	.	21
CCOC(=O)Cc1csc(NC(=O)NC2(C(F)(F)F)Oc3cc(Cl)c(Cl)cc3O2)n1
→ 0.62	0.66	-7
COc1cccc(C(=O)NCCN2CCOCC2)c1
→ 0.19	-0.7	54
CC(C)CC(=O)N=C1SC2CS(=O)(=O)CC2N1CCc1ccccc1 (stereo not given)
→ 0.01	-0.38	.
O=C(COC(=O)/C=C/c1cccc(Cl)c1)NCCc1ccc(Cl)cc1Cl
→ 0.34	0.97	.
Cc1ccccc1C(=O)N1CCC(C(=O)Nc2ccc(F)cc2)CC1
→ 0.28	-0.29	20
COc1cccc(N2CC(O)=C(c3nc4ccccc4c(=O)[nH]3)C2=N)c1
→ -1.1	-2	-73
Cc1ccc(C(=O)NCC(C)(C)O)cc1
→ 0.9	1.1	7
COc1ccc(C)cc1N(CC(=O)N/N=C/c1ccccc1C(=O)O)S(=O)(=O)c1ccccc1
→ .	.	-14
CCOC(=O)/C(C(=O)Nc1ccccc1Br)=C1/NC(C)(C)Cc2ccccc21
→ -0.48	-0.12	25
CC(=O)c1sc(N/N=C\c2ccc(Br)cc2)nc1C
→ -0.69	-0.64	-11
O=[N+]([O-])c1cc(/C=N/n2cnnc2)ccc1N1CCCC1
→ .	.	-100
Clc1cccc(/C(Cc2nc3ccccc3[nH]2)=N\Nc2ccccc2)c1
→ -2.4	-2.1	.
Cc1ccc(C2=NC3(CCCC3)NC2=S)cc1
→ .	.	-33
COc1ccccc1NC(=O)Cc1nc(CCl)cs1
→ 0.09	-1.2	36
Cc1no[n+]([O-])c1COc1ccccc1/C=C1\NC(=S)NC1=O
→ 0.39	0.11	-39
COc1ccc(C(=O)NC(=O)Nc2cc(C)ccn2)cc1
→ -2.2	-1.7	-64
O=C(c1ccc(S(=O)(=O)N2CCCCCC2)cc1)N1CCC(CN2C(=O)c3cccc4cccc(c34)C2=O)CC1
→ -0.69[4.9 µM]	0.03	.
CCN1CCN(Cc2nc3c(c(=O)n(C)c(=O)n3C)n2Cc2cccc3ccccc23)CC1
→ 0.33	-0.08	63
CSc1cccc(NC(=O)CN(Cc2ccc(Cl)cc2)S(C)(=O)=O)c1
→ 0.3	0	-39
O=S1(=O)CC(O)C(NCCO)C1 (stereo not given)
→ .	.	-20
Cc1nc(-c2ccc(C(=O)O)cc2)cs1
→ 0.32	-0.75	.
COc1ccc(NC(=S)N2CCCC2c2ccc(OC)c(OC)c2)cc1 (stereo not given)
→ .	.	-12
CCOCCCNC(=O)C(NC(=O)c1ccc(=O)[nH]c1)c1ccccc1 (stereo not given)
→ 0.59	0.22	52
Cn1c(CC(=O)Nc2ccccc2)nnc1SCC(=O)c1ccccc1
→ 0.26	0.26	-23
CC(=O)Nc1cccc(N(C(=O)C2COc3ccccc3O2)C(C(=O)NC2CCCCC2)c2cn(C)nc2C)c1 (stereo not given)
→ .	.	15
CCOc1ccccc1NC(=O)CSc1ccc2nnc(-c3cccnc3)n2n1
→ .	.	-125
COC(=O)c1ccccc1NC(=O)Oc1ccc(C(C)C)cc1
→ 0.06	-0.24	38
O=c1cc(-c2ccco2)nc(-c2cccs2)o1
→ 0.58	0.62	.
CN(C)CCCNc1ncnc2scc(-c3ccccc3)c12
→ .	.	-27
COc1cc(-c2noc(-c3cccs3)n2)cc(OC)c1OC
→ 0.47	0.98	46
Cc1ccc(CNC(=O)C2CCN(S(=O)(=O)N3CCOCC3)CC2)cc1
→ 1.1	1.3	.
Cc1cc(C)n(C(=O)C(C(=O)c2ccccc2)C(C)C)n1 (stereo not given)
→ -0.16	-0.17	-54
